Source: PubChem
HTR2A ag = activates the mouse 5-HT2A serotonin receptor; P35363; CHO-K1 mHTR2A beta-arrestin complementation, luminescence; percent of 30 µM serotonin response; activation, % at 7.6 µM; 360,000 tested, 0.66% active;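 active = activation above a run cutoff, the mean activation of all tested compounds plus 3 SD, cut at about 14% in these data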;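 note: 0% = plate median of compound wells and 100% = 30 µM serotonin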
Target sequence (P35363 whole entry, looked up): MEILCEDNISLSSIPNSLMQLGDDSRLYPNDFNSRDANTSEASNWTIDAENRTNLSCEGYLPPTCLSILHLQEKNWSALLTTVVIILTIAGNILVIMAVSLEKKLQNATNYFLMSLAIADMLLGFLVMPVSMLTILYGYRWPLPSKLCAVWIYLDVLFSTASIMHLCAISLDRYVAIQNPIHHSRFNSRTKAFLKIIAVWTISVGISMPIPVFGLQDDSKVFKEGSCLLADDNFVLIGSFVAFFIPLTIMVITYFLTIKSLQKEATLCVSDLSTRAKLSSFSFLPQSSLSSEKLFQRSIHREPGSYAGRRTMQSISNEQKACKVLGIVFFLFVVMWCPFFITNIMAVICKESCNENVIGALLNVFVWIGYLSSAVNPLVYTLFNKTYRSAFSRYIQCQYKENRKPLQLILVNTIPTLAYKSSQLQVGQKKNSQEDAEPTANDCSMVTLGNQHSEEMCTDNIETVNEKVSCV
NR2E3 ag-1 = agonists of human nuclear receptor NR2E3; GST-NR2E3/biotin-RetCOR TR-FRET, 1536-well; inhibition of corepressor binding, % at 4.78 µM; 320,000 tested, 0.12% active; AID 2300;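 active = percent inhibition above the cutoff of mean plus 3 SD of all tested compounds, set per screening campaign, cut at about 20% in these data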;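 note: 0% = DMSO wells and 100% = biotin wells as full block of FRET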
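Format: 1536-well format; test system: GST-NR2E3 and biotin-RetCOR proteins; read-out basis: percent inhibition of TR-FRET ratio; timing: 5 h incubation at 4 °C; detection: time-resolved FRET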
PDI inh = blocks human protein disulfide isomerase activity; 350,000 tested, 0.052% active; PDI insulin aggregation turbidity, A650, 90 min; AID 588391; inhibition, % at 10 µM; P07237;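 active = mean inhibition across replicates of 30% or more, whatever share of single replicates reach that level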;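 note: absorbance from insulin aggregation driven by PDI reduction with DTT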
Target sequence (P07237 whole entry, looked up): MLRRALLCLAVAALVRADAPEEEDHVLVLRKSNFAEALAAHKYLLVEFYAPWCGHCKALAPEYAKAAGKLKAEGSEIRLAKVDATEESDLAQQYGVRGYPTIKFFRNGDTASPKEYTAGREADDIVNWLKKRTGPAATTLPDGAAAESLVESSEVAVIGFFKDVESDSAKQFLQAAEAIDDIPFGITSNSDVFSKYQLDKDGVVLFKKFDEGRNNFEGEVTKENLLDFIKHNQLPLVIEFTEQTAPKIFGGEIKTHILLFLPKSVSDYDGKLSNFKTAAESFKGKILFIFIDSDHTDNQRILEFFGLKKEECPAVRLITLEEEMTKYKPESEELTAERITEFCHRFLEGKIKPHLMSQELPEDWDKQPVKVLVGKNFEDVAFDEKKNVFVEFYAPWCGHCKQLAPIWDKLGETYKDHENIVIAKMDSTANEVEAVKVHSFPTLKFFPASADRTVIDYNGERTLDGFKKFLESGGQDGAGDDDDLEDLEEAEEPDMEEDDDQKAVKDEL
MITF TRPM1 inh = inhibitors of MITF-driven TRPM1 promoter in melanoma cells; SK-MEL-5 TRPM1 promoter luciferase, 24 h; inhibition, % at 12.5 µM; 330,000 tested, 0.83% active; AID 488899;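 active = mean inhibition across replicates of 60% or more, whatever share of single replicates reaches that level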; note: values of inactives mirror those of a sister screen read the other way
HIF-2a block = HIF-2a inhibition | AID 624352 | 786-0 RCC cells HIF-2a reporter, luciferase luminescence, overnight | 360,000 tested, 0.72% active | inhibition, % at 18.8 µM;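 active = inhibition of the luminescence signal of 40% or more relative to plate controls, in a single-dose primary screen at 18.75 µM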
iPSC survival up = increases survival of single human iPS cells; 360,000 tested, 0.044% active; hiPSC single-cell survival, ATPlite luminescence; 100% = ROCK inhibitor wells, 0% = DMSO; survival enhancement, % at 20 µM; in the data active = survival enhancement above about 18%;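 note: cells exposed to compounds for 16 hours before the ATP read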
Cardio protect = modulators protecting cardiomyocytes from myocardial damage | AID 588492 | protection from H2O2 cell death, % at 20 µM | H9c2 cardiomyocytes, H2O2 injury protection, ATPLite, 2 h | 360,000 tested, 0.63% active;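 active = compounds giving at least 50% protection of heart cells from peroxide-induced death in the single-dose screen, raw or plate-pattern-corrected value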;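 note: 0% = DMSO wells with peroxide and 100% = DMSO wells without peroxide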
Peg3 prom inh = reduces Peg3 promoter-driven luciferase expression in HeLa; 360,000 tested, 1.7% active; inhibition, % at 20 µM; HeLa PEG-Prom luciferase reporter, luminescence, overnight; AID 588405;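 active = inhibition of at least 50% at 20 µM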
CaV13 FRET inh = Primary screen for inhibitors of IQ motif and Ca2+-dependent inactivation inhibitor domain binding in CACNA1D, Förster resonance energy transfer in living cells, …; AID 743397; 340,000 tested, 0.098% active; HEK cells, CFP/YFP FRET ICDI-IQ, plate reader, 10 min; percent FRET-ratio fall versus neutral wells; inhibition, % at 12.3 µM;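 active = mean replicate inhibition of at least 30% and at least 1% of replicates passing that level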;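 note: 0% = median of the neutral control wells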
Shn3 inh set2 = Schnurri-3 reporter inhibition in Clone20 osteoblasts; Clone20 osteoblast Shn3 3'UTR firefly luciferase, 24 h; 360,000 tested, 0.52% active; AID 588674; inhibition, % at 12.5 µM;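 active = mean inhibition of at least 75% with every replicate also reaching 75%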;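 note: 0% = median of neutral control wells and 100% = pilot-screen positive control compound; some compounds past the cut are filed as inactive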
NR2E3 ag-2 = activates human NR2E3 receptor. 360,000 tested, 0.35% active. inhibition of corepressor binding, % at 3.98 µM. CHO-S Gal4-NCOR/VP16-NR2E3 two-hybrid, luciferase. Q9Y5X4. AID 602229;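 active = inhibition above the mean of all tested compounds plus 3 SD, cut at about 70% in these data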;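 note: 0% = DMSO with NR2E3 transfected cells and 100% = cells lacking NR2E3 construct; higher means lower luciferase signal from less NR2E3 corepressor binding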
Starred values were filed as active, the others as inactive; . = not tested or not shown; & = joins results of further samples.

| compound | HTR2A ag | NR2E3 ag-1 | PDI inh | MITF TRPM1 inh | HIF-2a block | iPSC survival up | Cardio protect | Peg3 prom inh | CaV13 FRET inh | Shn3 inh set2 | NR2E3 ag-2 |
| --- | --- | --- | --- | --- | --- | --- | --- | --- | --- | --- | --- |
| CCN(CC(=O)Nc1ccc(NC(C)=O)cc1)C(=O)CCN1C(=O)C2CC=CCC2C1=O (configuration not stated) | 5 | . | -2 | -3 | 7 | -0.2 | 4 | -3 | -6 | -14 | -26 |
| COc1ccc(S(=O)(=O)N2C[C@H]3CON(C)[C@H]3C[C@H]2c2ccc(-c3cccc(F)c3)cc2)cc1 | -5 | . | . | . | -4 | -1.0 | 3 | 15 | -7 | -17 | 10 |
| CCCCCC(C)NC(=S)NC(=O)c1cc(S(=O)(=O)N2CCOCC2)ccc1C (configuration not stated) | 0 | 3 | 5 | 7 | 25 | -3.4 | -14 | 33 | -4 | 10 | 26 |
| CCc1ccc(S(=O)(=O)Nc2ccc(Cl)cn2)cc1 | -1 | . | 8 | 8 | 15 | -0.6 | 0 | 23 | -3 | -7 | 15 |
| CCOC(=O)C1CCCN(C(=O)c2cc3nc(-c4cccc(OC)c4)cc(C(F)(F)F)n3n2)C1 (configuration not stated) | -4 | -2 | 0 | 10 | 7 | -0.7 | 9 | 34 | -6 | 9 | -5 |
| Cc1ncc(CO)c(/C=N/NC(=O)c2cccc(S(=O)(=O)N3CCCC3)c2)c1O | -2 | -3 | 1 | 11 | 14 | -0.5 | 46 | 3 | -8 | -2 | 7 |
| O=C(/C=C/c1ccc(S(=O)(=O)N2CCOCC2)cc1)Nc1ccc(F)c(F)c1F | 1 | . | 1 | -5 | -18 | -0.5 | -2 | -17 | -6 | 27 | 12 |
| COC(=O)[C@@]1(Cc2ccc(F)cc2)[C@H]2c3cc(C(=O)N4CCCC4)n(Cc4ccc(C)c(F)c4F)c3C[C@H]2CN1C(=O)c1ccccc1 | -2 | . | . | . | -22 | -0.7 | . | . | -8 | . | -12 |
| COc1cc(C(F)(F)F)nc2ccc(C#CCOC(=O)Nc3ccccc3)cc12 | 2 | 1 | -7 | -8 | -59 | 0.1 | -4 | -19 | -16 | 4 | -9 |
| O=C(O)CCSc1ccc2ccccc2n1 | -1&-2 | 15&12 | 8&-3 | 0&7 | 2&25 | -1.1&-0.6 | 3&3 | -39&-32 | -4 | -7&10 | -47&-72 |
| CCOC(=O)c1ccc(NC(=O)NC2CC3CCC(C2)N3C(=S)NC)cc1 (configuration not stated) | 5 | -3 | -2 | 7 | 17 | -0.9 | 4 | 5 | -2 | -9 | -8 |
| C#Cc1cccc(NC(=O)Cc2cccs2)c1 | 0 | -2 | 1 | -13 | -29 | 0.9 | -2 | -10 | -2 | -63 | 14 |
| O=C(COc1ccc(F)cc1)N1c2ccccc2CCc2ccccc21 | -3 | 1 | -5 | -1 | 12 | 0.1 | -4 | 6 | -2 | 5 | 7 |
| COc1ccc(CN2CC(C(=O)N3CC(C)CC(C)C3)CC2=O)cc1 (configuration not stated) | 6 | 0 | 1 | 6 | 3 | -0.4 | -3 | 4 | -5 | 3 | 15 |
| COc1ccc(C(=O)N2CCCC(c3nc(-c4cc(OC)c(OC)c(OC)c4)no3)C2)cc1 (configuration not stated) | -1 | 0 | 0 | 11 | 21 | -2.4 | 1 | 9 | -7 | 0 | 18 |
| Cc1ccc(C(C#N)N2CCOCC2)cc1 (configuration not stated) | 1 | . | 3 | 2 | -4 | -1.4 | -4 | 5 | -9 | -14 | -6 |
| Cc1nn(C(C)C(=O)NC2CCCCC2)c(=O)c2nn(-c3ccccc3)c(C)c12 (configuration not stated) | -7 | -1 | 1 | -8 | 2 | 0.7 | -4 | -24 | -3 | -7 | 19 |
| COCON1C(=O)CN(C(C)=O)C1c1ccc(Cl)cc1Cl (configuration not stated) | 0 | 7 | 10 | 1 | 0 | 2.9 | 5 | -2 | 0 | -2 | 13 |
| CCc1nn2c(NCCCO)cc(C)nc2c1-c1ccc(F)cc1 | 4 | -1 | -4 | -12 | -31 | -0.7 | 0 | -18 | -2 | -6 | -66 |
| CN(N=O)c1ccc(CC2CCc3ccccc32)cc1 (configuration not stated) | -9 | . | 11 | -80 | -285 | 3.5 | 1 | -225 | -5 | -27 | -65 |
| CC(C)(C)c1cc(-c2n[nH]c(=S)n2-c2ccccc2F)n[nH]1 | -2 | -6 | 2 | -22 | -81 | -0.3 | 0 | -50 | -5 | -9 | -21 |
| Cc1ccc(N/C(CSC(N)=O)=N/S(=O)(=O)c2ccccc2)cc1 | 4 | 1 | 20 | 0 | 2 | -2.9 | 7 | -5 | -6 | 2 | -1 |
| CCn1c(CCC(N)=O)nnc1SCC(=O)Nc1cccc(S(=O)(=O)N2CCCC2)c1 | -6 | 2 | 0 | -5 | 16 | 0.7 | -10 | -4 | -2 | -3 | -47 |
| CC(C)(C)c1csc(NC(=O)CSc2nc3ccccc3c(=O)[nH]2)n1 | -7 | 2 | 23 | 10 | 7 | 1.2 | -6 | 17 | -6 | -4 | 29 |
| O=C(NC12CC3CC(CC(C3)C1)C2)OCCNC1CCCCC1 | -9 | -1 | 2 | -13 | 6 | -0.4 | -5 | -15 | -3 | 15 | -20 |
| Cc1cc(C)n(C(=O)CNC(=O)/C=C/c2ccccc2)n1 | -1 | 5 | 1 | 4 | 5 | 1.1 | 3 | 3 | -5 | -13 | 3 |
| O=C(CC1CCCC1)NCCS(=O)(=O)N1CCN(c2ccccc2)CC1 | 5 | . | 3 | . | -3 | -1.2 | -2 | -10 | -5 | 16 | 10 |
| COc1ccc(CNCCC(c2ccc(F)cc2)c2ccc(OC(C)C)cc2)cc1OC (configuration not stated) | -5 | 3 | 5 | 15 | 13 | -0.7 | -14 | 110* | -19 | . | 3 |
| CC(C)Cn1cnc2c1c(=O)n(CC(=O)Nc1ccc3c(c1)OCO3)c(=O)n2Cc1ccccc1 | -4 | 2 | -6 | 5 | 15 | -1.8 | -5 | 21 | -8 | 8 | -33 |
| Cc1cccc(CCNS(=O)(=O)c2ccc(S(=O)(=O)N3CCC(C)CC3)cc2)c1 | 1 | 2 | -9 | 0 | -8 | 0.4 | -4 | 33 | -7 | -50 | -13 |
| Cc1nn2c(-c3ccccc3)c(-c3ccccc3)nc2[nH]c1=O | -2 | 0 | 2 | 4 | 4 | 3.9 | 3 | 0 | -2 | -2 | 2 |
| CN(C)CCSc1nnc2[nH]c3ccccc3c2n1 | 3 | -3 | 3 | 4 | -11 | 0.6 | 10 | -24 | -5 | -19 | 9 |
| CC(=O)c1ccc(N2CCN(C(=O)C3CCN(S(=O)(=O)c4ccc(F)cc4)CC3)CC2)cc1 | 6 | 0 | 5 | 2 | 4 | 0.0 | -4 | 7 | -15 | 29 | 14 |
| Cc1ccccc1OCCC(=O)OCC(=O)NC1CCCC1 | 0 | 3 | 10 | 2 | 11 | -0.5 | -3 | 7 | -2 | -28 | -4 |
| CCc1cc(C(=O)N2CCN(c3ccccc3OC)CC2)sc1C | -2 | 0 | 6 | -21 | 8 | -0.1 | 9 | 24 | -5 | 13 | -28 |
| CCn1c(=O)cc(N2CCN(Cc3ccccc3)CC2)[nH]c1=O | 3 | 2 | . | . | 5 | 1.0 | 14 | 3 | 5 | 3 | -3 |
| COCCCNC(=O)Cn1cnc2c(OCc3ccccc3)ncnc21 | 0 | . | -12 | -3 | -7 | 0.1 | 5 | -8 | -5 | -5 | 18 |
| COC(=O)c1ccc(C(=O)N2CCCCCC2(C)C(=O)NC(C)C)cc1 (configuration not stated) | -1 | . | 0 | . | 12 | -2.9 | 4 | 0 | -5 | 4 | -5 |
| COc1cccc(NC(=O)Cn2cc3c(n2)CCCCC3)c1 | -1 | 1 | . | 10 | -6 | 2.9 | -7 | -4 | -4 | 6 | -19 |
| COC(=O)c1ccccc1NC(=O)c1nc(S(=O)(=O)Cc2ccccc2)ncc1Cl | 10 | 1 | -5 | 93* | -33 | 11 | -17 | 92* | -15 | 95* | 3 |
| COc1ccccc1N1CCN(c2ncnc3sc(C(=O)NCC4CCCO4)c(C)c23)CC1 (configuration not stated) | 0 | 2 | -13 | 2 | 1 | -0.4 | 8 | 9 | -2 | -2 | -24 |
| CS(=O)(=O)N1CCN(C(=O)C(Sc2ccccc2)c2ccccc2)CC1 (configuration not stated) | -3 | 1 | -2 | 4 | -7 | -0.3 | -6 | 3 | -7 | 2 | -27 |
| CC1CCC(=O)N(CCOc2ccccc2)CC1 (configuration not stated) | 7 | -1 | -7 | -48 | -120 | -1.2 | -7 | -109 | 5 | -27 | -13 |
| CC(=O)Nc1ccc(S(=O)(=O)NCCNS(=O)(=O)c2ccc(NC(C)=O)cc2)cc1 | 5 | 0 | -2 | 4 | 2 | -0.5 | 2 | 12 | -4 | -46 | -4 |
| Cc1nc(-c2ccc(NS(=O)(=O)c3ccccc3)cc2)cs1 | 0 | 2 | -1 | 5 | -33 | -0.2 | -5 | -14 | -5 | -4 | 21 |
| CC(c1ccco1)N(C(=O)COc1ccc(Cl)cc1Cl)c1ccccn1 (configuration not stated) | -5 | -4 | -2 | -101 | -46 | -1.9 | -10 | -120 | -9 | -54 | -7 |
| CCN(Cc1ccccc1)CC(O)COC(c1ccc(OC)cc1)c1ccc(OC)cc1 (configuration not stated) | -7 | 6 | 12 | -4 | 10 | -0.4 | 2 | -5 | -4 | 13 | 2 |
| COc1cccc(CNCCO)c1OCc1ccccc1Cl | -5 | -2 | -3 | -1 | 12 | -0.9 | 2 | 6 | -14 | -7 | -8 |
| Cc1cc2c3c(c1)C1(C(=O)N3C(C)(C)CC2C)C(C#N)=C(N)Oc2n[nH]c(C)c21 (configuration not stated) | -7 | -1 | 38* | 9 | 10 | -3.1 | -1 | 20 | -9 | -6 | -20 |
| CC(C)OC(=O)C1OC1(C)c1ccccc1 (configuration not stated) | 4 | . | -4 | -3 | 7 | 3.6 | 5 | 5 | -6 | -3 | 8 |
| O=S(=O)(Oc1ccccc1)c1ccc(Cl)c(Cl)c1 | 8 | . | 3 | -15 | -63 | -1.8 | -15 | -16 | -6 | -7 | -14 |
| CCNC(=S)N=Nc1c(O)n(Cc2ccc(Cl)cc2)c2ccccc12 | -5 | 2 | -18 | -4 | 17 | -0.1 | 12 | 3 | -4 | 43 | 3 |
| COc1ccc(OC(=O)c2c(C)nn(-c3ccccc3)c2C)cc1 | -5 | -2 | 5 | -68 | -250 | 0.7 | 4 | -223 | -4 | -29 | -72 |

Random excerpt: 2 records from the list
| compound | HTR2A ag | NR2E3 ag-1 | PDI inh | MITF TRPM1 inh | HIF-2a block | iPSC survival up | Cardio protect | Peg3 prom inh | CaV13 FRET inh | Shn3 inh set2 | NR2E3 ag-2 |
| --- | --- | --- | --- | --- | --- | --- | --- | --- | --- | --- | --- |
| CC1CCC(=O)N(CCOc2ccccc2)CC1 (configuration not stated) | 7 | -1 | -7 | -48 | -120 | -1.2 | -7 | -109 | 5 | -27 | -13 |
| COCCCNC(=O)Cn1cnc2c(OCc3ccccc3)ncnc21 | 0 | . | -12 | -3 | -7 | 0.1 | 5 | -8 | -5 | -5 | 18 |

Random draw from the library. Share with any hit: about 3.9%.
